# Source: PubChem BioAssay (National Center for Advancing Translational Sciences (NCATS))
# Coupling enz: inhibits coupling enzyme system, counter-screen for aldolase hits | coupling enzyme system counterscreen, AmpLite Red fluorescence | AID 2472 | 290,000 compounds, 0.67% hits | activity change, negative = inhibition, % at 58.2 µM, hits read low; in the data active = activity change below about -30%; note: % is set by controls: 0 for no effect and ±100 for the full control effect
#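 Coupling enzymes only (glyceraldehyde-3-phosphate) + compound, at 57.5 uM final, 10 min RT; add substrate/coupling/AmpLite Red mix, 20 min RT; fluorescence ex 525/em 598 nm. Actives flag coupling-system interference.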
# TRPV1 agonist: human TRPV1 agonism; TRPV1-expressing cells, Fluo-8 calcium influx, agonist mode; activation, % at 8.33 µM; 320,000 compounds, 0.19% hits; in the data active = activation above about 80%; inconclusive = between about 30% and that limit; note: 0% is about no effect
#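 TRPV1-expressing cells were cultured overnight at 35.5C and loaded with Fluo-8 calcium dye for 40 to 90 min at room temperature. After a 10 s baseline, compound was added and calcium influx was read kinetically for 3 min (ex 480/em 520 nm).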
# Menin-MLL TR inh: displaces Texas Red mutant MLL peptide from human menin; 270,000 compounds, 0.23% hits; O00255; Menin + Texas Red MLL mutant peptide, fluorescence polarization; Potency, µM (highest dose often 61.6 µM), for inactives: top-dose FP activity change, negative = inhibition, most hits filed as inhibitors; active = well fitted inhibition curve with a large enough effect in the polarisation, with a control signal flat, not every such curve was filed as active; inconclusive = small, poorly fitted or top-dose-only effect, or effect the other way, or a change in a side signal; inactive = no such curve, though single readings can be large or run the other way; the % refers to the polarisation; note: potency is the fitted concentration of half-maximal effect; % of control where 0% means no effect; many of its hits are not listed in these tables
# USP2a inh: blocks human ubiquitin-specific protease USP2a | O75604 | USP2 core, Ub-CHOP2 coupled fluorogenic reporter, 485/531 | Potency, µM (top dose mostly 38.3 µM), inactives show at the top dose activity change, negative = inhibition, most hits filed as inhibitors | 330,000 compounds, 0.01% hits;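 note: potency is the fitted concentration of half-maximal effect; plate controls were DMSO wells for no effect and full inhibition by NEM control for full effect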
#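 USP2 core (10nM final) preincubated 30min RT with compound in 20mM Tris-HCl pH 8.0, 2mM CaCl2, 2mM beta-mercaptoethanol, 0.05% CHAPS; 25nM Ub-CHOP2 plus 25nM reporter substrate added, fluorescence (Ex485/Em531) read after 60min.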
# GALK inh: galactokinase (human) inhibition. 270,000 compounds, 0.007% hits. AID 1868. Purified GALK, Kinase-Glo residual ATP luminescence. Potency, µM (highest dose often 57.5 µM), for the others: at the highest dose activity change, negative = inhibition, most hits filed as inhibitors; note: potency is the fitted concentration of half-maximal effect; % is set by controls: 0 for no effect and ±100 for the full control effect
# Target sequence (P51570 whole entry, looked up): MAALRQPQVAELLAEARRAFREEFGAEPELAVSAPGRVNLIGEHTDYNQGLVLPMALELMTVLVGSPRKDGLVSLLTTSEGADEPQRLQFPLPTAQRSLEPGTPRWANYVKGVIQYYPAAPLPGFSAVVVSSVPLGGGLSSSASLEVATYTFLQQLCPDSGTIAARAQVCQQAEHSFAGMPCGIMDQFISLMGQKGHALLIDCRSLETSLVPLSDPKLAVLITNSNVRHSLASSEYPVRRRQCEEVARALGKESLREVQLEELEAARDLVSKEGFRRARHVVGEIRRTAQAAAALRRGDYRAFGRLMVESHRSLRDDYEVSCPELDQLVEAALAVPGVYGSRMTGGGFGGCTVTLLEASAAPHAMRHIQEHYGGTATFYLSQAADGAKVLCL
#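 Luminescence from leftover ATP (Ultra-Glo luciferase/luciferin) served as read-out after a 1 h room-temperature reaction of 5 nM GALK with 35 uM ATP and 100 uM galactose.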
# Giardia kill: kills Giardia lamblia | Giardia lamblia trophozoite viability | activity change, % at 7.66 µM, hits read low | 340,000 compounds, 0.15% hits; in the data active = activity change below about -80%; inconclusive = between about -30% and that limit;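 note: parasites exposed to compound for two days anaerobically before the ATP read; % is set by controls: 0 for no effect and ±100 for the full control effect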
#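 Giardia trophozoites, 100 cells per well, were exposed to compounds for 48 hrs at 37 deg C under anaerobic conditions; viability was then read as ATP content by bioluminescence after 15-30 min at room temperature.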
# PKM2 activator: increases activity of human pyruvate kinase M2; purified PKM2, Kinase-Glo ATP luminescence, activation; response scale: 0% is enzyme alone, no compound; Potency, µM (top dose mostly 57.5 µM), inactives show at the top dose activation, actives largely listed as activators; 260,000 compounds, 0.34% hits; note: potency is the fitted concentration of half-maximal effect; % is set by controls: 0 for no effect and ±100 for the full control effect; nearly all actives have a fitted effect of over 55% in size
# Target sequence (P14618 whole entry, looked up): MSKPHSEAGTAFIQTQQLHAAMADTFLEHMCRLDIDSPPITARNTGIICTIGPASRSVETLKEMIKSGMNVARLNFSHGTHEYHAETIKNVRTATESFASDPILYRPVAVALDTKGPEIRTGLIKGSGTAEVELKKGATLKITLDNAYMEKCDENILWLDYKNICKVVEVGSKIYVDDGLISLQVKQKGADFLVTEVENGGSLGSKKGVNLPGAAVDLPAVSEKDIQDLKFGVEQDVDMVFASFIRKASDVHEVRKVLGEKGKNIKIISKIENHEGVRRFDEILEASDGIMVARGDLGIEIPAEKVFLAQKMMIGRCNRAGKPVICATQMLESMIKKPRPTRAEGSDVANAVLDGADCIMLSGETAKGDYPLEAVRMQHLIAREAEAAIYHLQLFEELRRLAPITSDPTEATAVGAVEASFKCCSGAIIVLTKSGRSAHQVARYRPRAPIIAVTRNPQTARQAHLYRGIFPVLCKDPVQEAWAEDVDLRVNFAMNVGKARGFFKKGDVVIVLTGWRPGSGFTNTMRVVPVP
#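 Purified hPK-M2 (>95% pure) converted ADP (0.1 mM final) to ATP with 0.5 mM PEP in 50 mM imidazole pH7.2, KCl, MgCl2, Tween 20, BSA; 1 h at room temperature. ATP detected by Kinase-Glo luminescence.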
# KCNH2 3.1 block: blocks the human KCNH2 3.1 channel isoform | activity change, % (tested at about 1.8 µM) | U2OS KCNH2 3.1, thallium flux FluxOr; hits give low values | AID 720553 | 340,000 compounds, 0.95% hits;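 active = maximum activity change below -70%; inconclusive = maximum activity change from -70% to -50%; inactive = maximum activity change above -50%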;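 note: thallium influx rate constant from kinetic fluorescence after stimulation buffer; % is set by controls: 0 for no effect and ±100 for the full control effect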
#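 Steps: virus added to U2OS suspension (4 h, RT, dark); medium with 10% FBS added, cells plated, 37 C overnight; FluxOr/Red40 loading buffer 45 min RT; stimulation buffer, 2 min kinetic read; rate constant normalized.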
# hERG WT inh: blocks the wildtype human KCNH2 potassium channel; Q12809; U2OS, BacMam KCNH2, thallium flux FluxOr; hits give low values; activity change, % at 1.84 µM; 340,000 compounds, 0.37% hits; AID 720551;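 active = maximum activity change below -70%; inconclusive = maximum activity change between -70% and -50%; inactive = maximum activity change above -50%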; note: % is set by controls: 0 for no effect and ±100 for the full control effect
#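 U2OS cells were transduced with wild-type KCNH2 virus (2.03 x 10^8 / mL) for 4 h at room temperature, then cultured overnight at 37 C. Thallium flux was read with FluxOr dye. Rate constants were normalized to DMSO controls.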
# CXXC DNA block: blocks binding of human MLL CXXC domain to DNA | AID 2662 | 290,000 compounds, 0.037% hits | Potency, µM (top dose mostly 115 µM), without a hit: at the highest dose activity change, negative = inhibition, hits mostly inhibitors | Q03164 | MLL-CXXC / FITC-HOXA9 DNA fluorescence polarization; active = well fitted inhibition curve with a large enough effect in the polarisation, with a control signal flat, not every such curve was filed as active; inconclusive = small, poorly fitted or top-dose-only effect, or effect the other way, or a change in a side signal; inactive = no such curve, though single readings can be large or run the other way; the % refers to the polarisation; note: potency is the fitted concentration of half-maximal effect
#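 Purified MLL-CXXC (added from a 7 uM solution) was preincubated 5 min at ambient with pinned compounds in 50 mM Tris-HCl pH 7.5, 50 mM NaCl, 1 mM DTT, 0.05% BSA. Fluorescein-labeled HOX-A9 DNA (50 nM solution) followed, 30 min, then polarization read.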
# B2AR arrestin: recruits beta-arrestin to the human beta2-adrenergic receptor | 330,000 compounds, 0.02% hits | P07550 | beta-arrestin recruitment to beta2AR, cell-based reporter | Potency, µM (highest dose often 46.1 µM), for inactives: at the highest dose activation, most hits filed as activators;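 note: potency is the fitted concentration of half-maximal effect; 0% = DMSO controls and full agonism = EC100 isoproterenol or metaproterenol; nearly all actives have a fitted effect of over 65% in size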
# An asterisk follows results filed as active; ? = inconclusive; . = no result given. Unless noted, calls come from the whole dose curve; as a rule, active = well fitted curve in the direction sought with a large enough effect; inconclusive = small, poorly fitted or top-dose-only effect, or another doubt; inactive = no such curve, though single readings can be large; an effect the other way counts as inactive or inconclusive. This is a subset; rates above refer to the full screens.
# Results follow in this order: Coupling enz, TRPV1 agonist, Menin-MLL TR inh, USP2a inh, GALK inh, Giardia kill, PKM2 activator, KCNH2 3.1 block, hERG WT inh, CXXC DNA block, B2AR arrestin
Cc1nn(C(C)(C)C)c(OC(=O)c2ccco2)c1Sc1ccccc1
 : 1, 5, -5%, -1%, -1%, -16, 6%, -26, 39, 19%, -0.3%
COc1cc(NC(=O)c2cccs2)ccc1NC(=O)c1ccco1
 : -2, -3, 9%, 1%, -3%, 4, 5%, -22, 2, 1%, -0.2%
CCCCn1c(=N)n(CC(=O)c2ccc(OC)cc2)c2ccccc21
 : 0, 15, ., -1%, -2%, ., 9%, ., ., -5%, 0.1%
COC(=O)CC1=C(C(=O)OC)C(c2ccc3c(c2Cl)OCO3)C(C#N)=C(N)O1 (stereo not given)
 : 4, 5, 11%, -5%, 0%, -5, 0%, 5, -1, -4%, -0.6%
CCN1CCCC(OC(=O)c2cc(-c3ccc(C)cc3)nc3ccccc23)C1 (stereo not given)
 : 0, 2, -1%, 7%, 0%, -20, -1%, -15, 10, 4%, 0.4%
O=C(Cn1c(NCCO)nc2ccccc21)c1ccccc1
 : 1, -6, 4%, 0%, ., -23, 2%, 5, ., 8%, -0.5%
CCN1CCN(C(=O)Nc2ccc(OC)cc2OC)CC1
 : -2, 0, -4%, -7%, -2%, 10, 4%, 10, -4, 9%, 0.5%
COc1ccc(CCn2c(=N)c(C(=O)NCC3CCCO3)cc3c(=O)n4cccc(C)c4nc32)cc1 (stereo not given)
 : 3, ?, -19%, 1%, 0%, 23, 1%, ?, -37, 0%, -0.6%
Cc1cc(/C=C2\C(=N)N3N=CSC3=NC2=O)c(C)n1Cc1ccccc1
 : 16, 20, ., 10%, -6%, ?, 2%, -3, -1, -4%, -0.4%
COCCNC(=O)C(C#N)c1nc2ccccc2nc1N1CCCCCC1 (stereo not given)
 : -5, ?, -9%, 0%, 1%, 13, -6%, 11, -4, 6%, -1.2%
CSc1ccccc1NC(=O)c1ccncc1
 : 0, 2, -21%, 0%, -2%, 12, -3%, -17, 0, -6%, 0.5%
Cc1cc(C)c(C)c(OCC(=O)O/N=C(\N)c2cccnc2)c1
 : 1, ., ., 2%, -1%, 16, 3%, -6, -6, -8%, 0.1%
c1cn(CCCNc2ncnc3nc[nH]c23)cn1
 : 0, 0, -1%, 2%, 1%, 6, -1%, -2, 13, 0%, -0.1%
O=C(NNc1nc2c(F)cc(F)cc2s1)C1COc2ccccc2O1 (stereo not given)
 : 1, 5, -18%, 1%, 3%, -11, 0%, -2, 7, -14%, 0.1%
CC(C)(C)c1cc(C(=O)NNC(=O)Nc2ccccc2)n(Cc2ccccc2)n1
 : 2, ?, ., 1%, -3%, 3, -4%, 24, -2, 31%, -0.8%
CC(=O)c1ccc(NCC(=O)N2CCN(S(=O)(=O)c3ccccc3)CC2)cc1
 : ., 1, ., 0%, ., 3, ., 11, -3, ., 0.0%
COc1ccc(NS(=O)(=O)c2cc(NC(=O)c3sccc3C)ccc2N2CCOCC2)cc1
 : -4, 25, ., 1%, -1%, 3, 6%, -28, 0, 4%, 0.1%
CCOc1cc(/C=C/c2cc(C(F)(F)F)[nH]c(=O)n2)ccc1O
 : 0, 3, 18%, -5%, -5%, 6, -4%, 4, -3, -10%, -1.4%
CCOC(=O)c1c(O)c2cccc3c2n(c1=O)CC3
 : -11, -3, ., 0%, 2%, 4, -10%, 5, 0, 1%, 9.0%
O=P(OC1CCCCC1)(OC1CCCCC1)C(O)c1cccnc1 (stereo not given)
 : 3, -4, ., 2%, 1%, 4, -6%, -6, 0, -4%, -0.8%
CCOC(=O)C1CCCN(CCC(=O)Nc2ccccc2)C1 (stereo not given)
 : -1, -1, 5%, 0%, -2%, -8, 0%, 16, 29, -2%, -0.1%
O=C(c1scc2c1CCCC2)N1CCCCC1
 : 2, 3, -6%, 1%, 0%, -3, -2%, 0, 6, -5%, 0.4%
CCS(=O)(=O)c1nc(S(=O)(=O)c2ccc(C)cc2)c(N2CCCC2)s1
 : ., 5, ., 1%, 0%, 12, ., 10, -19, 8%, 0.4%
O=C(/C=C/c1ccc2c(c1)OCO2)c1ccc[nH]1
 : 0, 10, 11%, 4%, 1%, -11, -12%, 0, -2, -8%, -0.6%
CC(=O)NC1C(Oc2ccc3c(C)cc(=O)oc3c2)OC(COC(C)=O)C(OC(C)=O)C1OC(C)=O (stereo not given)
 : 1, -2, -15%, 1%, 2%, 10, -1%, -5, 11, -3%, -0.2%
Nc1nc(SCC(=O)Nc2ccc(Cl)c([N+](=O)[O-])c2)n[nH]1
 : ., -1, ., 1%, ., 13, ., -3, -3, ., 0.2%
COc1cc2cc(C(=O)N[C@@H](Cc3ccccc3)C(=O)O)n(C)c2c(OC)c1OC
 : -1, 2, 29%, 0%, 0%, 9, ., 3, 6, -3%, -0.5%
COc1ccc(/C=C(/NC(=O)c2ccccc2)C(=O)NC(Cc2c[nH]c3ccccc23)C(=O)O)cc1 (stereo not given)
 : ., -4, ., -1%, 2%, -6, ., 4, 13, -8%, 0.0%
c1ccc(-n2nnnc2-c2cnc(-c3ccncc3)nc2-c2cccs2)cc1
 : -13, 1, 10%, -13%, -3%, -11, -28%, -18, -1, -5%, -0.7%
O=S(=O)(CCNCc1cccs1)c1ccc(Cl)cc1
 : 2, -5, ., 11%, ., 10, -21%, 11, -2, 7%, 0.3%
Cc1ccc(-n2[nH]c(C)c(/C=N/NC(=O)c3ccc([N+](=O)[O-])cc3)c2=O)c(C)c1
 : 0, 29, ?, -1%, 0%, ., 0%, ., ., 25%, -0.1%
CC(C)(C)C(=O)OC/C(N)=N/OC(=O)c1ccc(Cl)cc1
 : -1, 7, ., 0%, 4%, 17, -1%, -4, 0, -4%, -1.0%
Cc1ccc(-c2cnc(-c3ccncc3)o2)cc1
 : 2, ?, ?, 0%, -3%, -13, -9%, 1, -6, -6%, 0.1%
O=C(CNC(=S)N(CCCN1CCOCC1)Cc1cccs1)NC1CC1
 : 1, 1, -1%, -2%, 1%, -4, 1%, 2, 1, 7%, -0.2%
Cc1ccc2c(c1)N(C(=O)CCC(=O)N1CCC(C(N)=O)CC1)CC(C)O2 (stereo not given)
 : 1, 4, -2%, 1%, ., 2, -1%, -8, 0, ., 0.3%
Cc1cc2nnc(SCC(=O)N3CCCCC3)n2c(N)n1
 : 3, 0, 4%, 2%, 4%, 2, -4%, -1, -6, 3%, 0.2%
COC(=O)C(=NNc1c(C)n(C)n(-c2ccccc2)c1=O)C(=O)OC
 : 2, 1, 7%, 5%, 4%, 4, -4%, 1, 2, -10%, 0.1%
Cc1ccc(S(=O)(=O)N(C)c2ccc(OC(C)C(=O)N3CCCC3)cc2)cc1C (stereo not given)
 : ., 13, ., 3%, ., -3, ., -10, -4, ., 0.0%
O=C(Cc1ccccc1)NCC1CCCO1 (stereo not given)
 : 2, 4, -2%, -2%, 1%, -14, 1%, 8, -1, 5%, -0.8%
O=C(NCC1CCCO1)c1cccc(Br)c1 (stereo not given)
 : -1, 2, -14%, 2%, 0%, -6, -2%, 3, 0, -2%, 0.0%
Cc1cc(NC(=O)Cn2cnc3c(nnn3-c3ccc(C)c(Cl)c3)c2=O)no1
 : 2, -1, 4%, 15%, -3%, -5, 5%, -10, -2, ?, -0.4%
COC(=O)c1ccc(S(=O)(=O)N2CCN(CCO)CC2)n1C
 : -2, -2, ., 0%, ., 1, -10%, -32, 7, -9%, -0.7%
O=C(O)COc1c(-c2ccccc2)oc2ccccc2c1=O
 : -1, 7, ., 3%, -4%, 5, -9%, 2, 1, 14%, -0.1%

# Single records, as listed above.
# Shown for Cc1ccc(-n2[nH]c(C)c(/C=N/NC(=O)c3ccc([N+](=O)[O-])cc3)c2=O)c(C)c1 = Coupling enz: 0; TRPV1 agonist: 29; Menin-MLL TR inh: ?; USP2a inh: -1%; GALK inh: 0%; Giardia kill: .; PKM2 activator: 0%; KCNH2 3.1 block: .; hERG WT inh: .; CXXC DNA block: 25%; B2AR arrestin: -0.1%
# Shown for O=C(Cc1ccccc1)NCC1CCCO1 (stereo not given) = Coupling enz: 2; TRPV1 agonist: 4; Menin-MLL TR inh: -2%; USP2a inh: -2%; GALK inh: 1%; Giardia kill: -14; PKM2 activator: 1%; KCNH2 3.1 block: 8; hERG WT inh: -1; CXXC DNA block: 5%; B2AR arrestin: -0.8%
